# LYP inhibition: inhibitors of LYP phosphatase, biochemical, fluorescence intensity, uHTS (AID 1779); recombinant LYP phosphatase, fluorescence intensity; higher % means a stronger effect; inhibition, % at 11.5 µM; hits with a dose series show IC50 in µM; 290,000 tested, 0.054% active; in the data active = inhibition above about 50%;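 also: plate controls were vehicle with enzyme for no effect and no enzyme for full effect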
# NTR1 agonist: agonists of NTR1, primary screen, imaging, U2OS cells, beta-arrestin-GFP, high content (AID 493036). P30989. NTR1-U2OS beta-arrestin-GFP spot imaging, agonist mode. activation, % at 20 µM. 330,000 tested, 0.17% active;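 active = activation at or above 40% of the spot to cytoplasm intensity ratio, with at least 20 cells analyzed; inconclusive = wells under 20 cells, flagged as cytotoxic or low count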;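 also: 0% = DMSO without peptide and 100% = 100 nM NTR1 peptide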
# Target sequence (P30989 whole entry, looked up): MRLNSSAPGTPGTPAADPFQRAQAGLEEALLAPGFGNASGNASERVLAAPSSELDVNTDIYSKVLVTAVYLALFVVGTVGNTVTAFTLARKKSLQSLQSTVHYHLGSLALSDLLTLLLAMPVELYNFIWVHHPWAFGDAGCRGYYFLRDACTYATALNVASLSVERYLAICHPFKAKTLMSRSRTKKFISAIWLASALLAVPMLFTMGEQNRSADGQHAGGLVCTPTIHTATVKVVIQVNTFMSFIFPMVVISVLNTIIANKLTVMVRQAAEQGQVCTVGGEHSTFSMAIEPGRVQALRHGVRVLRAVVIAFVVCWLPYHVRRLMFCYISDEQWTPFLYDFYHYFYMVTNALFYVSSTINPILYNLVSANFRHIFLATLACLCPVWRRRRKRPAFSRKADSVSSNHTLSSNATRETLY
# GPR55 LPI antagonism: inhibition of LPI-stimulated GPR55 beta-arrestin translocation – imaging, U2OS, beta-arrestin-GFP, LPI agonist, primary screen (AID 2013); U2OS GPR55 beta-arrestin-GFP translocation imaging, LPI antagonism; higher % means a stronger effect; inhibition, % at 10 µM; hits with a dose series show IC50 in µM; 290,000 tested, 0.13% active;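 active = spots per cell inhibited over 60%, with over 100 cells counted and total cytoplasm intensity under 500,000; inconclusive = wells with under 100 cells, flagged as likely toxic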;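 also: U2OS cells stably carrying GPR55 and arrestin-GFP stimulated by 5 µM LPI near EC80; imaged beta-arrestin-GFP aggregate spots per cell after agonist stimulation; plate controls were LPI-stimulated DMSO wells for no effect and DMSO wells without LPI for full effect; some results filed as inactive read as strong as hits; confirmed hits need IC50 under 10 µM and bright autofluorescent wells are also inconclusive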
# GPR35 arrestin U2OS: inhibition of zaprinast-stimulated GPR35 beta-arrestin translocation – imaging, U2OS, beta-arrestin-GFP, zaprinast agonist, primary screen (AID 2058); U2OS GPR35 beta-arrestin-GFP translocation imaging, zaprinast antagonism; higher % means a stronger effect; 290,000 tested, 0.052% active; inhibition, % at 10 µM; hits with a dose series show IC50 in µM;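 active = inhibition of at least 50% with at least 30 cells and total cytoplasm GFP at most 10,000,000; inconclusive = under 30 cells or total GFP of 10,000,000 plus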
# PhoP inhibition: inhibitors of PhoP regulon expression, primary screen, Salmonella Typhimurium, GFP reporter (AID 1863); S. Typhimurium PhoP-regulated promoter GFP reporter, 4 h; higher % means a stronger effect; inhibition, % at 50 µM, or IC50 in µM where a hit was titrated; 300,000 tested, 0.16% active;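 active = inhibition over 29.93%, a cutoff 3 SD above the screen mean, later confirmed by dose response; inconclusive = inhibition over 29.93% but no dose response follow-up; inactive = inhibition at most 29.93% or unconfirmed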;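 also: 0% = low Mg2+ inducing control and 100% = high Mg2+ repressing control; strong numbers were not always called active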
# Siah-1 displacement: blockers of Siah-1 interaction with plectin peptide – biochemical, fluorescence polarization, rhodamine-plectin, uHTS, primary screen (AID 1817); Siah-1 / rhodamine-plectin peptide fluorescence polarization; higher % means a stronger effect; displacement, % at 20 µM; hits with a dose series show IC50 in µM; 290,000 tested, 0.02% active;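 active = displacement of at least 50% at 20 µM, with a fluorescence ratio check between 0.3 and a set limit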;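 also: plate controls were Siah plus tracer with DMSO for no effect and tracer alone without Siah for full effect; strong numbers were not always called active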
# Myeloid diff MLP: compounds promoting myeloid differentiation; ER-HoxA9 myeloid progenitors, lysozyme-GFP differentiation, flow cytometry; 360,000 tested, 1% active; calls only at 10 µM;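 active = normalized GFP-positive differentiation at or above the plate's own cutoff, the solvent-only control mean plus 3 SD; inconclusive = no clear call, values can overlap the other calls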;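 also: cells exposed to compound for four days before flow analysis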
# HIV fusion peptide: inhibitors of HIV fusion peptide binding, primary screen, biochemical, uHTS, fluorescence dequenching (AID 1986); cell-free peptide binding, fluorescence dequenching, 30 min; higher % means a stronger effect; one-dose inhibition, % at 20 µM; IC50 in µM for titrated hits; 290,000 tested, 0.3% active; in the data active = inhibition mostly above about 52%, no sharp cut-off; inactive = mostly below about 76%; also: some results filed as inactive read as strong as hits
# MgcRacGAP inhibition: MgcRacGAP GTPase-activating activity inhibitors, confirmation, biochemical, ADP Hunter fluorescence | 340,000 tested, 0.6% active | MgcRacGAP-stimulated Rac1 GTP hydrolysis, ADP Hunter fluorescence; higher % means a stronger effect; GST-tagged Rac1 F28L mutant substrate | inhibition, % at 30 µM; hits with a dose series show IC50 in µM;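 active = first-screen hits whose inhibition reached a set limit at any dose in the follow-up dose series; inconclusive = inhibition above the set first-screen limit but never retested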;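 also: fluorescence reports GDP produced by GAP-driven GTP hydrolysis; strong numbers were not always called active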
# NTR1 agonist cell count 20 µM: recorded beside NTR1 agonist, whose call it bears; cell count; measured here: cell count, cytotoxicity flag
# Myeloid diff MLP GFP+ MAC1+ %: second read-out of Myeloid diff MLP, no call of its own (marks repeat the call); GFP+ MAC1+ double positive, %; measured here: differentiation confirmed by MAC1 staining
# * = called active by the depositor; i = inactive; u = inconclusive; x = not tested or not shown; + = active, no number.
SMILES,LYP inhibition,NTR1 agonist,NTR1 agonist cell count 20 µM,GPR55 LPI antagonism,GPR35 arrestin U2OS,PhoP inhibition,Siah-1 displacement,Myeloid diff MLP,Myeloid diff MLP GFP+ MAC1+ %,HIV fusion peptide,MgcRacGAP inhibition
COc1cc(-n2c(-c3ccccc3)n[nH]c2=S)c(OC)cc1Cl,10%,-0.8,73,0%,8%,-2%,-4%,i,0.2,0.5%,5%
OCCSc1nncn1/N=C/c1c[nH]c2ccccc12,-10%,-1.3,50,-11%,33%,-6%,6%,i,0.9,1.1%,14%
COc1ccc(CNC(=O)c2coc(=O)c3ccccc23)cc1,-1%,0.3,49,11%,-4%,-1%,0%,i,1.3,-1.1%,5%
CCOC(=O)N1CCC(N2CCN(S(=O)(=O)c3ccc(NC(C)=O)cc3)CC2)CC1,-8%,0.3,61,-19%,-1%,11%,4%,i,16,2.0%,9%
S=C(NCc1ccco1)NCC1CCCO1 (centres undefined),-4%,-0.8,30,12%,-9%,-3%,-1%,i,0.6,0.2%,9%
Cn1ncc2c(O/N=C(\N)c3ccc(C(F)(F)F)cc3)ncnc21,-5%,3.0,58,23%,-4%,-1%,8%,i,0.8,-0.2%,-7%
COc1cccc(NC(=O)c2sc3nc(N4CCOCC4)c4c(c3c2N)CCCC4)c1,-12%,6.7,50,16%,9%,-7%,1%,u,x,0.8%,1%
O=c1cc(O)n(-c2ccc(F)cc2)c(=S)[nH]1,-7%,-0.8,51,6%,17%,6%,-2%,i,1.1,-2.9%,2%
COc1ccc2[nH]c(=O)c(CN(CCc3ccccc3)C(C)=O)cc2c1,-1%,1.5,46,9%,-9%,-1%,-3%,i,1.9,0.2%,2%
CC(C)Cc1nnc(NC(=O)CCC(=O)NC2CC2)s1,-12%,0.2,52,-19%,2%,1%,-6%,i,1.9,-0.1%,8%
COc1ccc(NC(=O)CSc2nnc(-c3ccccc3F)n2C2CC2)cc1S(N)(=O)=O,-3%,-0.1,68,-2%,1%,2%,-8%,i,1.3,-1.1%,4%
O=C(CN(Cc1ccc(Br)cc1)S(=O)(=O)c1ccccc1)NCC1CCCO1 (centres undefined),-7%,0.4,63,-8%,6%,-6%,4%,i,0.5,-0.6%,2%
CCCC(=NC(C)CC)C1=C(O)CC(c2ccccc2)CC1=O (centres undefined),-1%,3.1,64,-5%,-3%,9%,3%,i,0.5,0.3%,9%
CCOc1ccc(C(=O)NCc2ccccc2)cc1Br,1%,0.0,41,1%,3%,-1%,2%,i,1.9,-1.5%,8%
COc1cc2oc(=O)c3c(c2cc1OCC(=O)c1c(C)n(C)c2ccccc12)CCCC3,-7%,0.1,61,1%,10%,19%,-7%,i,1.4,-2.4%,-2%
CC(=O)c1c(C)c(C)c2n1CCn1c(C)ccc1-2,-6%,0.7,46,7%,8%,-3%,18%,i,0.6,11%,29µM*
COc1ccc2c(c1)nc(NCCO)n2C,-10%,0.7,64,11%,-2%,-4%,4%,i,0.5,-2.2%,8%
COc1cccc(/C(O)=C2\C(=O)C(=O)N(c3ccccn3)C2c2ccccc2OC)c1 (centres undefined),-8%,-3.8,77,16%,9%,-2%,-1%,i,0.4,0.0%,4%
Cc1[nH][nH]c(=O)c1C=NCc1cccc(C(F)(F)F)c1,-2%,1.6,91,5%,-3%,-8%,4%,i,0.3,-0.7%,11%
Cc1nc2c(C(=O)O)cnn2c(C)c1Cc1ccccc1F,8%,1.3,53,4%,6%,-2%,-1%,i,1.0,0.6%,12%
COc1ccc(CCN2CC(C(=O)NC3CCOCC3)CCC2=O)cc1 (centres undefined),-8%,-0.5,60,7%,-16%,-3%,3%,i,4.3,0.8%,10%
COC(=O)Cn1c(=NC(=O)c2cc(OC)c(OC)c(OC)c2)sc2cc(OC)ccc21,0%,1.4,47,7%,0%,6%,1%,i,0.8,3.1%,9%
c1ccc(COc2cccc(CN3CCCCC3)c2)cc1,-9%,-0.4,73,9%,-2%,0%,4%,i,0.4,2.1%,28%
O=C(O)CCCNC(=O)/C(=C\c1ccc(Cl)cc1)NC(=O)c1ccc(Br)cc1,4%,0.3,45,10%,13%,-2%,-2%,i,0.8,0.2%,-4%
CCOC(=O)N1CCN(C(=O)c2ccc3c(=O)n(CCc4ccc(OC)c(OC)c4)c(=O)[nH]c3c2)CC1,-6%,0.3,65,19%,4%,-11%,5%,+,6.8*,0.8%,1%
Cc1cccc(NC(=O)Cc2c(F)cccc2Cl)n1,-7%,-0.1,60,-7%,8%,2%,10%,i,0.5,1.2%,14%
Cc1cccc(NC(=O)C2C(c3ccccc3)C2(Cl)Cl)c1C (centres undefined),-5%,-0.7,76,1%,-10%,-1%,-2%,i,0.9,1.5%,9%
COc1ccccc1NC(=S)N1CCN(C/C=C/c2ccccc2)CC1,-1%,1.5,47,13%,-6%,-1%,11%,i,0.0,12%,4%
O=C(COc1ccc(/C=N/NS(=O)(=O)c2ccccc2)cc1)NCCc1ccccc1,-7%,2.7,29,-10%,-8%,-1%,1%,x,x,-5.3%,6%
Cc1ccc(CNC(=O)C(=O)NCCC2=CCCCC2)cc1,-6%,1.0,85,17%,-16%,6%,5%,i,0.3,-1.1%,-4%
Cc1ncccc1C(=O)N1CCCC(CNC(=O)c2ccc(-c3ccccc3)cc2)C1 (centres undefined),-15%,-1.1,53,-5%,56%,-10%,0%,i,0.7,0.1%,14%
O=C(CCCC(=O)OCC(Cl)=C(Cl)Cl)Nc1ccccc1,-8%,0.6,68,6%,19%,6%,-6%,i,0.2,-0.1%,5%
COc1cc(Cl)c(C)cc1NC(=O)CSc1nnc(-c2cccnc2)n1Cc1ccco1,1%,0.5,92,16%,13%,-4%,-1%,i,0.5,-0.1%,10%
O=C(CCCNS(=O)(=O)c1cccc2nsnc12)NCCN1CCN(c2ccccc2F)CC1,-6%,-0.4,46,-13%,-2%,-8%,4%,i,0.0,-0.6%,4%
COc1cccc(-c2nc(CS(=O)(=O)CC(=O)NC3CCC(C)CC3)c(C)o2)c1 (centres undefined),-11%,4.3,49,-10%,0%,-3%,-1%,i,0.2,1.4%,-1%
Cc1cc(NS(=O)(=O)c2ccc(NC(=O)C3CCCCC3)cc2)no1,-7%,0.0,47,-4%,11%,4%,-10%,i,1.6,-0.6%,4%
COc1cccc(NC(=O)c2ccc(S(=O)(=O)NCc3cccnc3)cc2)c1,-7%,-1.5,75,1%,-7%,1%,14%,i,0.5,1.4%,5%
CC(C(=O)NC1CCCC1)N(C(=O)c1ccc(-c2ccccc2)[nH]1)c1ccccc1F (centres undefined),4%,4.3,85,-3%,2%,-7%,3%,i,1.6,0.1%,7%
CN1C(=O)C2(c3ccccc31)N(C)CC(c1ccccn1)C21SC(=S)N(Cc2ccco2)C1=O (centres undefined),-13%,4.8,99,3%,8%,0%,-5%,i,0.7,-1.1%,6%
COc1ccc(C2c3ccsc3CCN2C(C)=O)cc1 (centres undefined),-2%,-0.1,45,6%,4%,-8%,4%,i,0.5,0.8%,11%
CCOc1ccc(C(=O)CCC(=O)NCC(=O)OCc2ccccc2)cc1OCC,-2%,2.1,50,5%,2%,4%,-3%,u,x,1.4%,4%
O=C(N/C=C/c1ccco1)NCc1ccccc1,6%,x,x,-1%,-6%,-6%,6%,i,0.3,27%,9%
c1ccc(-n2nnnc2Oc2ccc(-c3nnco3)cc2)cc1,x,-2.1,87,x,x,22%,x,i,1.3,x,9%
COc1cc2c(cc1OC)-c1cc(NC3CCCCC3)nc(=O)n1CC2,-6%,0.6,31,7%,-1%,-10%,-2%,i,0.8,0.8%,13%
CN1CCc2c(sc(NC(=O)c3ccc(S(=O)(=O)N4CCCCCC4)cc3)c2C(N)=O)C1,-9%,1.0,48,3%,11%,-11%,-2%,+,1.5*,11%,9%
O=C(CSc1nnc(CNC(=O)c2ccccc2F)o1)Nc1ccc2c(c1)OCO2,3%,-1.2,75,-24%,-3%,-2%,0%,i,0.5,1.6%,14%
CC(=O)OCCOc1nc(N(C)C)nc(N(C)C)n1,4%,1.2,67,16%,0%,-4%,0%,i,0.8,1.2%,6%
CCCSc1nnc2n(C)c(=O)c3c4c(sc3n12)CCC4,-8%,4.0,63,-14%,-5%,7%,-3%,i,0.7,-1.7%,10%
CCC(C)(C)C1CCc2[nH]nc(C(=O)NCc3ccc(OC)cc3)c2C1 (centres undefined),x,5.3,69,x,x,-3%,x,i,2.2,x,9%
CCC(C(=O)Nc1ccc(OC)c(Cl)c1)c1ccccc1 (centres undefined),0%,0.4,71,0%,5%,-3%,0%,i,0.2,3.4%,6%
# (continued)
SMILES,LYP inhibition,NTR1 agonist,NTR1 agonist cell count 20 µM,GPR55 LPI antagonism,GPR35 arrestin U2OS,PhoP inhibition,Siah-1 displacement,Myeloid diff MLP,Myeloid diff MLP GFP+ MAC1+ %,HIV fusion peptide,MgcRacGAP inhibition
Cc1[nH]cnc1C(=O)N/N=C/c1c(Cl)cccc1Cl,2%,1.7,91,2%,-6%,-4%,-2%,i,0.4,1.2%,5%
N#CC1=C(N)Oc2n[nH]c(-c3cccs3)c2C1c1ccco1 (centres undefined),-4%,-0.7,29,-14%,-6%,-4%,-5%,x,x,23%,18%
COc1ccc(C(C)(C)C)cc1NC(=O)COC(=O)c1cnc(C)cn1,7%,1.0,54,0%,2%,-7%,2%,i,1.5,0.8%,-1%
N=C1/C(=C/c2cccn2-c2cccc([N+](=O)[O-])c2)C(=O)N=C2SC=CN12,-6%,2.2,68,2%,0%,-1%,4%,x,x,-0.1%,x
COc1ccc(NC(=S)N2CCCN(Cc3cccc(Cl)c3)C2)cc1,-5%,2.6,65,12%,-12%,-5%,-4%,i,0.4,-1.0%,9%
COc1ccc(-c2nnnn2C(C)C)cc1S(=O)(=O)Nc1ccccc1,-2%,1.9,55,9%,5%,-4%,13%,i,0.3,0.5%,4%
COc1ccc(NC(=O)C(=O)c2cn(CC(=O)N3CCCC3)c3ccccc23)c(OC)c1,-3%,2.0,65,-3%,-5%,-6%,-2%,i,1.1,1.7%,6%
Cc1ccc(-c2cnc3n2CCCCC3)cc1,-6%,1.1,47,-3%,-5%,5%,3%,i,0.0,-1.4%,-4%

# Bioassay records: PubChem BioAssay, several laboratories
